High-throughput results (PubChem)
CASP6 VEID inh: caspase-6 (human) enzyme inhibition | P55212 | purified caspase-6, Z-VEID-R110 cleavage fluorescence | inhibition, % at 12.5 µM | 350,000 compounds, 0.53% hits;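 active means mean inhibition across replicates at least about 35%, with every replicate also reaching that limit, limit read from the data; inconclusive means only one of the two criteria met; inactive means neither criterion met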;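 further: 0% = median of neutral control wells and 100% = no fluorescence left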
Target sequence (P55212 24-179 limits assumed): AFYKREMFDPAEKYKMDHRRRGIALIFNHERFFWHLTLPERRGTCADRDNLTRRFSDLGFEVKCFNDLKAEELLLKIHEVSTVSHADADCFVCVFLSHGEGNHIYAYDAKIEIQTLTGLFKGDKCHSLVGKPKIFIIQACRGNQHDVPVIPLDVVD
Target sequence (P55212 194-293 limits assumed): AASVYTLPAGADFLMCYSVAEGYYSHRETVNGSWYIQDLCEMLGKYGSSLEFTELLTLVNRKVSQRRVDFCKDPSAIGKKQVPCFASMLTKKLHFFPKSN
EWS-Fli inh: EWS/Fli transcriptional activity inhibition; A673 NR0B1-luciferase reporter, viability-normalised; inhibition, % at 12.6 µM; 350,000 compounds, 0.67% hits; AID 651661;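 active means mean inhibition of at least 50% after viability correction, with every replicate also passing that limit; inconclusive means mean reaches 50% but only one of two replicates passes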;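 further: firefly luciferase signal divided by Alamar Blue viability fluorescence both relative to DMSO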
SIRT5 block: blocks human SIRT5 desuccinylation of peptide; Purified SirT5, succinyl-peptide AMC, trypsin-coupled fluorescence; inhibition, % at 15 µM; 330,000 compounds, 1.1% hits; AID 652115; in the data active means inhibition above about 15%; inconclusive means no clear call, values can overlap the other calls
Target sequence (Q9NXA8 whole entry, looked up): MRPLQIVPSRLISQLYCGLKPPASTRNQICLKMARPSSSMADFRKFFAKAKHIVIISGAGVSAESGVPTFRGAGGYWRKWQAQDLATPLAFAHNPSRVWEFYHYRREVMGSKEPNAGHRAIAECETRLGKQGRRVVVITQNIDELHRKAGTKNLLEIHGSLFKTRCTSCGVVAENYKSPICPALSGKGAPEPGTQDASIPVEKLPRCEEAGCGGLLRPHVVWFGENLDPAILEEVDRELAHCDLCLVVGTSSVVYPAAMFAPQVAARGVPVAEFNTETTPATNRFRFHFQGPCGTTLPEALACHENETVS
LGR2 inh: Drosophila LGR2 receptor signaling inhibition. HEK293 LGR2, CRE-luciferase, bursicon-stimulated, 4 h. inhibition, % at 9.99 µM. 380,000 compounds, 0.35% hits. AID 720647;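 active means drop in luminescence signal, shown as inhibition above about 50% in the replicate tests, limit read from the data, passing the limit was not always enough; inconclusive means probably only some replicates passing the limit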;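 further: agonist challenge used bursicon conditioned medium at about half maximal strength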
PAX8 reporter: lowers PAX8-driven luciferase in RMG-I cells; RMG-I TPO-luciferase reporter, SteadyGlo, 24 h; inhibition, % at 12.6 µM; 360,000 compounds, 1.2% hits;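 active means mean replicate inhibition at least 60% with every replicate also reaching 60%; inconclusive means only one of the two criteria is met; inactive means mean below 60% and not all replicates reaching 60%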;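 further: luciferase light reporting Pax8 driven TPO promoter activity; plate controls were median of neutral control wells for no effect and mitoxantrone controls for full effect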
DENV2 CPE rescue: protects cells from dengue virus 2 cytopathic effect. DENV2-infected cells, cytopathic effect rescue, plate reader. CPE inhibition, % at 9.99 µM. 350,000 compounds, 1.7% hits; in the data active means CPE inhibition above about 20%, passing the limit was not always enough; inconclusive means no clear call, values can overlap the other calls; tested in BHK-21 cells;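 further: 0% = median of neutral control wells and 100% = median of positive control wells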
ARNT-TACC3 inh: ARNT/TACC3 interaction disruption | 390,000 compounds, 0.66% hits | inhibition, % at 9.99 µM | AID 623870 | Q9Y6A5 | AlphaScreen His-ARNT PAS-B/GST-TACC3 binding, luminescence; TACC3 fragment carries E629A point mutation;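 active means mean inhibition of replicates at least 50% and at least half of replicates each reaching 50%; inconclusive means half or more replicates reach 50% but mean below 50%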;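 further: 0% = complete ARNT plus TACC3 wells and 100% = ARNT alone without TACC3; many hits fall short of the cut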
An asterisk follows results filed as active; ? = inconclusive; · = not tested or not shown; & = joins results of further samples.

Value order – CASP6 VEID inh, EWS-Fli inh, SIRT5 block, LGR2 inh, PAX8 reporter, DENV2 CPE rescue, ARNT-TACC3 inh
[1] CC(C)(C)NC(=O)COC(=O)c1ccc2c(c1)C(=O)N(Cc1ccco1)C2=O
    6, 9, -2, -7, 6, -2, -1
[2] CCCCn1c(N)c(N(CCOC)C(=O)CN2C(=O)C3CCCCC3C2=O)c(=O)[nH]c1=O (centres undefined)
    3, 4, -8, 0, -9, 15, -2
[3] CCc1ccc(-c2nc(SCC(=O)N(C)C3CCS(=O)(=O)C3)n[nH]2)cc1 (centres undefined)
    1, -16, 0, -7, -38, 4, 4
[4] CCOC(=O)C1(CC2CCCCO2)CCN(C2CCSCC2)CC1 (centres undefined)
    -1, 15, -2, -20, -2, 3, -1
[5] N#Cc1cccc(C#N)c1N1CCC(C#N)CC1
    0, -9, 24*, 3, -17, -11, ·
[6] COc1ccc(C2=NN(c3ccccc3)C(=O)/C2=C\c2ccc(O)c(OC)c2)cc1
    4, 2, -1, -21, -9, 4, ·
[7] C[C@H](CO)N1C[C@H](C)[C@@H](CN(C)Cc2cncnc2)Oc2cc(/C=C/c3ccccc3)ccc2S1(=O)=O
    -2, 23, 11, 7, 21, 7, 12
[8] CCNc1nc(NCC)nc(NC(N)=S)n1
    -1, -1, 0, -5, 2, 4, 12
[9] C[C@H](CO)N1C[C@H](C)[C@H](CN(C)S(C)(=O)=O)Oc2ncc(-c3cccnc3)cc2C1=O
    3, 0, -6, 7, ·, 4, -4
[10] CCN(CC)CCNC(=O)CNC(=O)c1nn(-c2ccc(OC)c(OC)c2)c(=O)c2ccccc12
    -9, -16, -7, 7, -14, -3, 7

Reprinted at random: 2 records from the list, in no set order.
Value order – CASP6 VEID inh, EWS-Fli inh, SIRT5 block, LGR2 inh, PAX8 reporter, DENV2 CPE rescue, ARNT-TACC3 inh
[9] C[C@H](CO)N1C[C@H](C)[C@H](CN(C)S(C)(=O)=O)Oc2ncc(-c3cccnc3)cc2C1=O
    3, 0, -6, 7, ·, 4, -4
[7] C[C@H](CO)N1C[C@H](C)[C@@H](CN(C)Cc2cncnc2)Oc2cc(/C=C/c3ccccc3)ccc2S1(=O)=O
    -2, 23, 11, 7, 21, 7, 12

(cont.)
Value order – CASP6 VEID inh, EWS-Fli inh, SIRT5 block, LGR2 inh, PAX8 reporter, DENV2 CPE rescue, ARNT-TACC3 inh
[11] COC(=O)C1=C(C(=O)OC)C(c2ccccc2O)c2sc(=O)[nH]c2S1 (centres undefined)
    9, 8, 16*, -6, 30, 7, -2
[12] COc1cc(OC)c(C(=O)OCC(=O)Nc2ccccc2Cl)cc1OC
    3, -8, ·, 6, 1, -7, -3
[13] COc1cc(OC)c2c(c1)OC(=O)CC2c1ccc2c(c1)OCO2 (centres undefined)
    -1, -5, -3, 4, 1, 2, -1
[14] COc1ccc(NC(=O)CN2CCN(C(=S)NC3CCCC3)CC2)cc1
    -1, -40, -8, 1, -6, -3, -6
[15] Cc1ccc(N=Cc2c(O)ccc3ccccc23)cc1F
    4, -2, -2, -2, 12, -4, -11
[16] CCOC(=O)C1CCN(C(=O)/C=C/c2ccc(S(=O)(=O)N3CCOCC3)cc2)CC1
    1, 4, -2, -19, 12, 1, 0
[17] Cc1cc(C)cc(OCC(=O)Nc2ccc3c(c2)OCCO3)c1
    -2, -4, 0, 6, -13, 15, 7
[18] COc1cccc(OC)c1C(=O)OCC(=O)NC(=O)NCc1ccccc1
    -2, -13, -3, -25, 5, 0, 3
[19] O=C(c1ccco1)N1CCN(C(=O)c2ccc(-c3ccccc3Cl)o2)CC1
    3, -79, 3, -58, 4, -1, 3
[20] CCCC(=O)N1CCC2(CC1)CN(Cc1ccncc1)[C@H](CO)c1[nH]c3cc(OC)ccc3c12
    8, 3, 2, 2, -11, 9, ·
[21] C[C@@H]1CN([C@@H](C)CO)C(=O)c2cc(NS(=O)(=O)c3cn(C)cn3)ccc2O[C@@H](C)CCCCO[C@H]1CN(C)C(=O)Nc1ccc(F)cc1
    0, -1, -1, -2, -8, 2, -6
[22] O=C(CC1CC1)N1CC2(C1)[C@H](c1ccccc1)[C@H](CO)N2CC1CCOCC1
    -6, -2, 1, 7, -10, -13, ·
[23] COc1ccc(NC(=O)CCCN2C(=O)CN(C)C2=O)c(OC)c1
    3, 1, 0, 6, 18, 1, 12
[24] CO[C@@H]1CN(C)C(=O)c2ccc(NC(=O)NC(C)C)cc2OC[C@@H](C)N(C)C[C@H]1C
    -6, ·, -3, -5, ·, 0, ·
[25] COc1ccc(C2OC(=O)CC2C(=O)NCc2ccc(C)cc2)cc1OC (centres undefined)
    -1, -1, -1, -32, -20, -8, 5
[26] NCc1csc(Nc2nncc3ccccc23)n1
    -1, -8, 0, -15, 4, -9, ·
[27] Cc1ccc(/C=N/n2c(-c3ccc(Cl)cc3)n[nH]c2=S)s1
    3, -10, 1, 4, -4, 1, -2
[28] Cc1cccc(C(=O)NCC(=O)OCCOc2ccccc2Cl)c1
    1, -4, -4, 4, -6, -2, 6
[29] CN1C(CCl)Nc2cc(Cl)c(S(N)(=O)=O)cc2S1(=O)=O (centres undefined)
    -3, 7, -2, 13, -6, -13, 0
[30] COc1ccc2c3c(n(C)c2c1)[C@H](CO)N(C(=O)c1ccccc1)CC31CCN(C(=O)c2ccccc2)CC1
    0, -2, 3, -1, -14, -11, ·
[31] O=C(COC(=O)c1ccc(Cl)nc1)Nc1cc(S(=O)(=O)N2CCOCC2)ccc1Cl
    2, -5, -5, -21, -7, 2, 22
[32] C[C@H](CO)N1C[C@H](C)[C@H](CN(C)Cc2ccc(C(F)(F)F)cc2)Oc2ccc(NC(=O)Cc3ccccc3)cc2C1=O
    0, -6, 13, 4, 13, -10, 8
[33] O=c1c2c(-c3cccc([N+](=O)[O-])c3)ccnc2[nH]n1-c1ccccc1
    2, -11, -1, -10, -19, 3, 16
[34] CCN(CC)c1ccc(S(=O)(=O)N2CCOCC2)cc1NC(=O)C1CC1
    1, -8, 0, -2, -6, -5, 4
[35] N#C/C(=C\c1ccc(OCc2ccc(Cl)cc2)cc1)C(=O)Nc1cccc(C(=O)O)c1
    8, -62, 7, -54, -285, -3, -7
[36] COC(C[C@H](O)CC(=O)[C@H](C)OCc1ccccc1)OC
    ·, -3, ·, -14, 1, -16, -5
[37] COc1ccc(S(=O)(=O)N2CCOCC2)cc1NC(=O)CSc1nnc(N)s1
    0, 0, 1, -7, 11, 5, 2
[38] CCOC(=O)N1CCN(C(=S)Nc2cc(OC)c(OC)cc2C(=O)OC)CC1
    ·, 6, 1, -16, ·, -2, 3
[39] Cc1ccnc(NC(=O)c2ccc(Cl)c(S(=O)(=O)N3CCCC3)c2)c1
    3, -37, -7, -38, -83, 61*, 9
[40] COCCNC(=O)C1CCCN(Cc2cccc(C#N)c2)CC1 (centres undefined)
    -9, 2, ·, -3, 10, 5, ·
[41] O=c1cnc2ccccc2n1CC1CCCCC1
    0, -11, -5, -5, ·, ·, -9
[42] CCOc1ccccc1NC(=O)Cn1nnc(C(=O)NCc2cccs2)c1N
    2, ·, -3, -20, 68*, 2, -4
[43] Cc1cccc(C2C3=C(Nc4[nH]n(-c5ccccc5)c(=O)c42)c2ccccc2C3=O)c1 (centres undefined)
    5, -10, 6, -17, 12, 2, 4
[44] Cc1ccc(S(=O)(=O)c2nnn3c2nc(N2CCN(c4ccccn4)CC2)c2ccccc23)cc1
    1, -32, -4, -12, 3, 3, -1
[45] Cc1cc2oc(=O)cc(-c3ccccc3)c2c(C)c1-c1ccc(C(F)(F)F)cc1
    -3, -5, -11, -16, -5, 1, 3
[46] Cc1ccc2cc(/C=N/Nc3ccc(C(=O)O)cc3)c(Cl)nc2c1
    9, -94, 12, 7, -58, -3, 4
[47] COc1ccc(NC(=O)N(C)C[C@H]2Oc3c(NC(=O)C4CCCCC4)cccc3C(=O)N([C@H](C)CO)C[C@H]2C)cc1
    2, 6, ·, -2, -1, ?, ·
[48] O=C1[C@H]2[C@@H](c3ccccc3)N[C@]3(CCCN(Cc4ccco4)C3=O)[C@H]2C(=O)N1Cc1ccccc1
    8, 6, 4, 7, 3, 2, ·
[49] CC(C)(C)NC(=O)N1CCN(c2nc3ccc(Cl)cc3s2)CC1
    -2, -87, -7, -5, -101, 1, -5
[50] N#C[C@H]1[C@@H](c2ccccc2C2=CCCC2)[C@H](CO)N1C(=O)C1CC1
    1, -8, 2, 6, 6, -5, ·
[51] Cc1ccc(C2CC(c3ccco3)n3ncnc3N2)cc1 (centres undefined)
    1, 5, ·, -3, 17, 1, 4
[52] O=C(Nc1ccc(F)cc1F)NC1CC1
    14, 10, 6, 4, 5, 10, ·
[53] CCCC#Cc1ccc2c(c1)O[C@H](CN(C)C(=O)Nc1ccccc1F)[C@@H](C)CN([C@H](C)CO)S2(=O)=O
    0, 21, 21*, -3, -7, -1, 12
[54] Cc1cccc(CN(C)C[C@@H]2OCc3cnnn3CCCC(=O)N([C@H](C)CO)C[C@H]2C)c1
    -5&0, 2&4&1, 0&1, -12&0, 0&2&6, 5&-3, -1
[55] CCOc1ccc(NS(=O)(=O)c2ccc(C(=O)NC3CCN(Cc4ccccc4)CC3)cc2)cc1
    -6, 9, -3, -12, 16, 19, -9
[56] Cc1ncc([N+](=O)[O-])n1CC(=O)Nc1ccc(Cl)cc1
    -1, -8, 0, -4, 24, 1, -4

Some of these compounds in order of count of non-hydrogen atoms, ascending:
Value order – CASP6 VEID inh, EWS-Fli inh, SIRT5 block, LGR2 inh, PAX8 reporter, DENV2 CPE rescue, ARNT-TACC3 inh
[52] O=C(Nc1ccc(F)cc1F)NC1CC1
    14, 10, 6, 4, 5, 10, ·
[49] CC(C)(C)NC(=O)N1CCN(c2nc3ccc(Cl)cc3s2)CC1
    -2, -87, -7, -5, -101, 1, -5
[50] N#C[C@H]1[C@@H](c2ccccc2C2=CCCC2)[C@H](CO)N1C(=O)C1CC1
    1, -8, 2, 6, 6, -5, ·
[54] Cc1cccc(CN(C)C[C@@H]2OCc3cnnn3CCCC(=O)N([C@H](C)CO)C[C@H]2C)c1
    -5&0, 2&4&1, 0&1, -12&0, 0&2&6, 5&-3, -1
[53] CCCC#Cc1ccc2c(c1)O[C@H](CN(C)C(=O)Nc1ccccc1F)[C@@H](C)CN([C@H](C)CO)S2(=O)=O
    0, 21, 21*, -3, -7, -1, 12
